High-throughput results as filed in PubChem.
Pf growth 48h = inhibits P. falciparum growth in the first generation, 48 h | 5.9% of 310,000 active | Potency, µM (doses to about 28.7 µM), inactives show at the top dose activity change, negative = inhibition, hits mostly inhibitors | P. falciparum luciferase growth in erythrocytes, 48 h | AID 504832; further: potency means the concentration at half of the fitted maximal effect; on the % scale 0 is the no-effect control and ±100 the full control effect
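First compound was added to culture medium, then infected red cells at 0.1% parasitemia and 2% hematocrit (final). After incubation at 37 C under 5% CO2, luciferase detection reagent was dispensed and light output recorded.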
CHX counter = counter-screen for Shiga toxin inhibitors: cycloheximide protein synthesis inhibition; cell reporter, cycloheximide protein synthesis inhibition counterscreen; max response, %; 12% of 300,000 active; AID 2314; in the data active means max response mostly above about 13%, no sharp cut-off; inactive means mostly below about 14%; further: read at 38.3 µM for the half of the compounds with a filed dose; 0% is about no effect
Pf growth 96h = inhibits malaria parasite growth, 96 h. P. falciparum luciferase reporter growth, 96 h. Potency, µM (titrated, usually from 28.7 µM), for the others: at the highest dose activity change, negative = inhibition, most hits filed as inhibitors. 6.9% of 320,000 active; further: potency means the concentration at half of the fitted maximal effect; on the % scale 0 is the no-effect control and ±100 the full control effect
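Parasite growth measured via integrated firefly luciferase reporter in P. falciparum. Infected erythrocytes at 2% hematocrit, 0.05% parasitemia final were treated 96 hours at 37 C under 5% CO2, and luminescence was read.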
HCV inh = blocks hepatitis C virus; Potency, µM (titrated, usually from 41.8 µM), for inactives: top-dose activity change, negative = inhibition, usual class: inhibitors; AID 651820; 3.4% of 340,000 active; Huh7.5.1 HCVcc-Cre infection, luciferase reporter, 44 h; further: potency means the concentration at half of the fitted maximal effect; on the % scale 0 is the no-effect control and ±100 the full control effect
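1,000 cells/well; 4 h culture; + compound; + HCVcc-Cre (~0.5 moi); 44 h; luciferase substrate, RT 15 min; read 15 sec.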
Giardia FBPA inh = Giardia lamblia aldolase inhibition | A8B2U2 | purified Giardia FBPA | Potency, µM (highest dose often 59.6 µM), for the others: at the highest dose activity, negative = inhibition, hits mostly inhibitors | 0.71% of 290,000 active; further: potency means the concentration at half of the fitted maximal effect; on the % scale 0 is the no-effect control and ±100 the full control effect; nearly all actives have a fitted effect of over 55% in size
Target sequence (A8B2U2 whole entry, looked up): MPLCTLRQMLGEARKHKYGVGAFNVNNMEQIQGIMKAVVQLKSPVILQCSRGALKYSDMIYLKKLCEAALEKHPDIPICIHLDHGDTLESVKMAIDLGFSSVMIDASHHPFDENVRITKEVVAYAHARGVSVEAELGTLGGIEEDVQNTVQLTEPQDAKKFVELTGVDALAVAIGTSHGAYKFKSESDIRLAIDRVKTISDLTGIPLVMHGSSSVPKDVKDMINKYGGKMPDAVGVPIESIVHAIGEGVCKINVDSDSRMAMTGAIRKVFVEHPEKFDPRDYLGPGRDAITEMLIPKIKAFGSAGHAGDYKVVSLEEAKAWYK
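Giardia FBPA (40 nM reagent) was preincubated 10 min at RT with compound (up to 57.5 uM final), then substrate plus GAPDH/TPI/NAD/arsenate coupling system with diaphorase/resazurin was added; resorufin fluorescence (525/598 nm) was read after 20 min.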
Shiga inhibitor = blocks Shiga toxin action in Vero cells. Vero cells, Shiga toxin protein synthesis inhibition reporter. inhibition, % at 38.7 µM. 9.2% of 290,000 active. AID 2315; in the data active means inhibition mostly above about 28%, no sharp cut-off; inactive means mostly below about 43%; further: 0% is about no effect
Active calls of the source: *; i = inactive; ? = inconclusive; nt = no result given; + = active, no number; & = joins results of further samples; [ ] = dose if it differs, or a comment. Unless noted, the call rests on the fitted dose curve; in most records, active means well fitted curve in the direction sought with a large enough effect; inconclusive means small, poorly fitted or top-dose-only effect, or another doubt; inactive means no such curve, though single readings can be large; an effect the other way counts as inactive or inconclusive.

SMILES	Pf growth 48h	CHX counter	Pf growth 96h	HCV inh	Giardia FBPA inh	Shiga inhibitor
C=C(C)[C@H]1Cc2c(ccc3c2O[C@@H]2COc4cc(OC)c(OC)cc4[C@@H]2C3=O)O1	?	nt	6.7µM*	nt	-6%&4%	nt
COc1ccc(CN(CCc2ccccc2)Cc2ccccc2)cc1OC	8.3µM*	9	?	-16%	?	14
CC(=O)c1ccc(S(=O)(=O)Nc2ccccc2C(=O)NC2CC2)cc1	2%	nt	2%	25%	nt	nt
COc1ccc2oc(C(=O)OCC(=O)Nc3ccc(NC(C)=O)cc3)c(C)c2c1	9%	nt	42%[activator]	6%	nt	nt
O=C(O)c1ccc2c(c1)C(=O)N(CCc1c[nH]c3ccccc13)C2=O	3%	9	2%	14%	-4%	14
O=C(NCCc1c[nH]c2ccccc12)c1cccc(Br)c1	-1%	28*	38%[activator]	-29%	-4%	23
COC(=O)c1ccc(NC(=O)Cn2nc(C(=O)Nc3ccc(C)cc3)ccc2=O)cc1	-8%	2	?	11%	nt	-3
COc1cccc(C(C(=O)NC(C)(C)C)N(Cc2ccco2)C(=O)CCC(=O)Nc2cc(C)on2)c1OC (stereo not drawn)	-13%	-2	?	-16%	0%	14
CC1=CCC2C(=O)N(c3ccc(Br)cc3C)C(=O)C2C1 (stereo not drawn)	17%	-2	-22%	-19%	5%	8
CN(C)S(=O)(=O)c1ccc(N2CCCC2)c(C(=O)Nc2nc(-c3cc(F)ccc3F)cs2)c1	-15%	-2	?	?	5%	19
CCCS(=O)(=O)N1CCCC(C(=O)NC2CCCC(C)C2C)C1 (stereo not drawn)	8%	-3	?	10%	2%	-2
Nc1cccc(P(=O)(c2ccccc2)c2ccccc2)c1	-2%	-4	6%	5%	4%	-6
CCOC(=O)c1[nH]c(C)c(C(=O)NC2CCCCCC2)c1C	10%	-3	9.3µM*	2%	-1%	24
CC(C)(C)NC(=O)C1CCN(C(=O)c2ccc(Br)cc2)CC1	?	-4	-3%	5%	3%	-9
CC1CCc2sc(C(=O)N(C)CC(=O)Nc3cccc(F)c3)cc2C1 (stereo not drawn)	0%	14	10%	-19%	nt	23
O=C(OCCCN=C1NS(=O)(=O)c2ccccc21)C1CC(=O)N(c2ccc(Cl)cc2)C1 (stereo not drawn)	5%	-2	?	9%	5%	-6
Cn1ccnc1C(=O)c1ccc(N)cc1	15%	-3	36%[activator]	3%	-4%	4
C=CCn1c(CCn2c3ccccc3c3ccccc32)n[nH]c1=S	?	0	?	1%	5%	-5
O=C(CN1C(=O)C2C3C=CC(C3)C2C1=O)NCCN1CCCc2ccccc21 (stereo not drawn)	nt	7	0%	11%	-15%	-2
C[N+]1(CN2C(=O)C3C4C=CC(C4)C3C2=O)CCCCC1 (stereo not drawn)	-9%	1	11%	25%	4%	-13
CCOc1cccc2oc(-c3ccccc3Cl)cc(=O)c12	nt	59*	nt	nt	1%[89.2 µM]	+
Cc1nnc(SCc2ccc(CSc3nnc(C)c(=O)[nH]3)cc2)[nH]c1=O	12%	-3	-2%	15%	23%	-8
CCOCCCNC(=O)C(NC(=O)Cc1cccs1)c1ccc(Cl)cc1 (stereo not drawn)	4%	-3	?	16%	7%	-9
O=S(=O)(NCCc1ccc2c(c1)OCCO2)c1cccs1	-3%	19*	39%[activator]	?	3%	16
CC1COc2ccccc2N1S(=O)(=O)c1ccc(Cl)cc1 (stereo not drawn)	10µM*	6	?	-7%	-8%	-4

The list continues.
SMILES	Pf growth 48h	CHX counter	Pf growth 96h	HCV inh	Giardia FBPA inh	Shiga inhibitor
NC(=O)COc1ncnc2scc(-c3ccc(F)cc3)c12	0%	21	43%	15%	5%	-5
CC(C)(C)OC(=O)N1CCC[C@H]1c1nnc(SCc2ccc(Cl)cc2)o1	-19%	1	-9%	-3%	0%	-19
C=CCn1c(SCC(=O)NCCOC)nc2scc(-c3ccco3)c2c1=O	?	-2	?	-12%	-5%	-10
COc1ccc(S(=O)(=O)N2CCCCC2)cc1NC(=O)c1ccc([N+](=O)[O-])o1	?	23*	6.6µM*	10µM*	0%	44*
COCCOC(=O)C(C#N)c1nc2ccccc2nc1N1CCN(Cc2ccccc2)CC1 (stereo not drawn)	?	7	nt	-19%	?	11
CC1CCN(CCCNC(=O)c2ccc3c(=O)n(Cc4ccc(Cl)cc4)c(=S)[nH]c3c2)CC1	13µM*	2	33%[5.75 µM]	?	5%	-13
CCOc1ccc(C(C)C)cc1S(=O)(=O)n1nc(C)cc1C	?	-3	6%	?	0%	-9
Nn1c(SCC(=O)Nc2ccccc2F)nnc1-c1cccnc1	14%	-4	36%[activator]	-3%	1%	-2
Clc1cnc(N/N=C/c2ccco2)c(Cl)c1	282%[activator]	57*	96%[activator]	-16%	-24%	94*
O=c1cc(O)c2sc(Nc3ccc(F)cc3)nc2[nH]1	?	-2	113%[activator]	34%[activator]	?	-15
CCCn1c(N)c(N(CCOC)C(=O)c2ccc(-c3ccccc3)cc2)c(=O)[nH]c1=O	12%	nt	-10%	7%	nt	nt
COCCNC(=O)NC(=O)COC(=O)C12CC3CC(CC(NC(C)=O)(C3)C1)C2	33%[activator]	-2	nt	9%	0%	-3
CN1CCN(C2=Cc3ccccc3Sc3cc(F)c(F)cc32)CC1	6.6µM*	-4	?	11µM*	-14%	-11
CC(C)c1nc(NCc2ccccc2)c(C#N)c2c1CCCC2	?	3	?	0%	-2%	-12
O=C(Nc1ccccc1)N1CCN(S(=O)(=O)c2ccccc2)CC1	1%	-3	-10%	6%	4%	-10
Cc1ccc(C(=O)OCc2nnc(-c3ccc(Br)cc3)o2)cc1	2%	4	22%	10%	3%	19
Cc1ccc(NC(=O)CCn2cnc3cc(C)c(C)cc32)cc1	?	0	?	-3%	0%	-2
COc1ccc([N+](=O)[O-])cc1NC(=O)c1cn(-c2ccc(Cl)cc2)c(=O)c2ccccc12	-23%	-3	-30%	-7%	2%	4
COc1cc(NS(=O)(=O)c2ccc(NC(=O)/C=C/c3ccc([N+](=O)[O-])cc3)cc2)ncn1	7%	0	?	-2%	6%	-2
Cc1cccc(N(C)S(=O)(=O)c2cccc3nsnc23)c1	-28%	-2	0%	1%	-10%	-5
COc1ccc(-c2c(C)cc3oc(=O)cc(-c4ccccc4)c3c2C)cc1C=O	nt	20	nt	-8%	4%[89.2 µM]	i
c1ccc2ncc(-n3cnnn3)cc2c1	52%[activator]	-1	20%	19%	3%	-9
CCCc1ccc(OCC(=O)NNC(=O)c2cccnc2)cc1	17%	-4	?	9%	3%	-5
COc1cccc(-c2nn(-c3ccccc3)cc2CN(C)Cc2ccon2)c1	-18%	-2	20%	-29%	-5%	-10
COc1ccc(O)c(/C=N/NC(=O)CCC(=O)Nc2ccc(C)cc2)c1	-11%	-1	3%	?	-19%	1

Not a retest: an excerpt of the list.
SMILES	Pf growth 48h	CHX counter	Pf growth 96h	HCV inh	Giardia FBPA inh	Shiga inhibitor
C=CCn1c(SCC(=O)NCCOC)nc2scc(-c3ccco3)c2c1=O	?	-2	?	-12%	-5%	-10
COc1ccc(S(=O)(=O)N2CCCCC2)cc1NC(=O)c1ccc([N+](=O)[O-])o1	?	23*	6.6µM*	10µM*	0%	44*
COCCOC(=O)C(C#N)c1nc2ccccc2nc1N1CCN(Cc2ccccc2)CC1 (stereo not drawn)	?	7	nt	-19%	?	11
CC1CCN(CCCNC(=O)c2ccc3c(=O)n(Cc4ccc(Cl)cc4)c(=S)[nH]c3c2)CC1	13µM*	2	33%[5.75 µM]	?	5%	-13
CCOc1ccc(C(C)C)cc1S(=O)(=O)n1nc(C)cc1C	?	-3	6%	?	0%	-9
Nn1c(SCC(=O)Nc2ccccc2F)nnc1-c1cccnc1	14%	-4	36%[activator]	-3%	1%	-2
Clc1cnc(N/N=C/c2ccco2)c(Cl)c1	282%[activator]	57*	96%[activator]	-16%	-24%	94*

Next section:
SMILES	Pf growth 48h	CHX counter	Pf growth 96h	HCV inh	Giardia FBPA inh	Shiga inhibitor
CC(C(=O)NCCCc1ccccc1)n1cccc1C(=O)c1ccccc1 (stereo not drawn)	-18%	8	39%[activator]	3%	nt	7
O=C(Nc1ccc(Cl)cc1)Nc1nnc(SCc2ccccc2)s1	12%	6	?	3%	3%	23
CC(C)(C)c1ccc(CSc2nnc(-c3ccccn3)n2Cc2ccco2)cc1	7.4µM*	2	nt	?	-11%	-23
CCOc1ccc(C(=O)Nc2nnc(SCC(=O)NCC3CCCO3)s2)cc1 (stereo not drawn)	-18%	38*	29%	-10%	-4%	48
COC(=O)C1=C(C)Nc2nnnn2C1c1ccccc1Cl (stereo not drawn)	?	-4	-4%	5%	-5%	-3
Cc1ccc(-n2c(P(C)(=O)O)nc3ccccc32)cc1	32%[activator]	7	-5%	10%	-4%	34
COc1ccc(NC2CCCN(C(=O)c3ccc4[nH]c(C)c(C)c4c3)C2)cc1 (stereo not drawn)	?	-2	13µM*	10%	-11%	-13
COc1ccc(C(=O)Cn2c(N3CCOCC3)nc3ccccc32)cc1OC	16%	9	nt	nt	2%	-9
O=C(NCCO)C1COc2ccccc2O1 (stereo not drawn)	10%	-3	-16%	14%	5%	-5
CC1=NN(c2ccccc2)C(=O)C1C=Nc1ccc(N(C)C)cc1 (stereo not drawn)	?	17*	?	-15%	?	39*
Cc1ccc(-c2cc(C(=O)NNC(=O)c3csc(N4CCOCC4)n3)c3ccccc3n2)cc1	-10%	nt	-12%	?	nt	nt
Cc1nnc(SC(C)C(=O)NC2CCCCC2C)n1N (stereo not drawn)	1%	nt	-2%	-7%	nt	nt
O=C(CNC(=O)c1ccc(Br)cc1)NCC(=O)OCC(=O)c1ccccc1	-18%	-4	-9%	5%	4%	14
O=C(Cc1ccccc1)N/N=C/C=C/c1ccccc1[N+](=O)[O-]	49%[activator]	16*	85%[activator]	-11%	-1%	18
CC1(C)CC(NC(=O)C23CCC(C)(/C(=N/O)C2)C3(C)C)CC(C)(C)N1 (stereo not drawn)	-11%	-4	?	7%	-4%	-15
CCN1CCN(CC(=O)Nc2nc3ccc(OC)cc3s2)CC1	nt	-3	?	7%	?	4
Cc1ccc(NS(=O)(=O)c2cccc(C(=O)N3CCCCCC3)c2)cc1	0%	nt	-5%	7%	nt	nt
O=C(Nc1ccccc1)Nc1ccc2ccccc2c1	40%[activator]	52*	141%[activator]	-2%	4%	81*
CCc1ccc2oc(-c3cccc(NC(=O)c4cccnc4)c3)nc2c1	-48%	34*	-23%	?	10%	66*
O=C(NN1CCOCC1)c1cc(-c2cccs2)nc2ccccc12	6%	-3	0%	19%	-2%	-4
CCOC(=O)c1c(-c2ccco2)csc1NC(=O)COC(=O)c1cnccn1	24%	nt	?	?	nt	nt
CCCCCn1c(CN2CCN(C(=O)OCC)CC2)nc2c1c(=O)[nH]c(=O)n2C	-12%	1	?	-3%	2%	8
CCOC(=O)c1c(-c2cccs2)csc1NC(=O)COC(=O)c1c(C)noc1C	?	-3	nt	?	2%	-16
Cc1ccc(S(=O)(=O)N(C)c2ccc(C(=O)NCC3CCCO3)cc2)cc1 (stereo not drawn)	18%	-2	1%	14%	-2%	-18
COc1cccc(NC2c3ccccc3C(=O)N2Cc2ccccc2Cl)c1 (stereo not drawn)	?	-1	?	?	-15%	-18

(list continues)
SMILES	Pf growth 48h	CHX counter	Pf growth 96h	HCV inh	Giardia FBPA inh	Shiga inhibitor
Cc1cccc2cc(C3CC(c4cccs4)=NN3S(C)(=O)=O)c(Cl)nc12 (stereo not drawn)	?	1	?	?	-2%	-4
CC(=O)c1cccc(NC(=O)Nc2cnn(Cc3ccc(Cl)cc3Cl)c2)c1	nt	-1	9.3µM*	-28%	3%	-24
COc1ccc(S(=O)(=O)Nc2nnc(Cc3ccc(OC)c(OC)c3)s2)cc1	56%	9.2*	45%[activator]	9%	?	21
Cc1ccc(/C=c2\sc3n(c2=O)CN(c2cccc(Br)c2)CN=3)o1	?	-3	?	-12%	-27%	-3
Cc1ccn2cc(-c3cc4ccccc4oc3=O)nc2c1	249%[activator]	44*	8%	-25%	-1%	76*
O=C(CNC(=O)c1ccc2c(c1)OCCO2)N/N=C/c1ccc(O)cc1O	-5%	-7	?	7%	-21%	-14
